CRFBP-R2 agonist: agonists of human CRF-binding protein/CRF-R2 receptor complex; HEK293 CRF-R2/CRF-BP, calcium dye fluorescence (FLIPR); percent of saturating CRF peptide response; activation, % at 13.2 µM; 350,000 tested, 0.46% active; AID 588473;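 active means activation of at least 50%, plus an integration ratio under a set limit after plate pattern correction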;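 further: plate controls were neutral control wells without compound for no effect and CRF at EC100 for full effect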
* marks the source's active call; other numbers are inactive results; i = inactive. The list is partial; count on the stated rates, not on these rows.

SMILES	CRFBP-R2 agonist
COc1ccccc1N1C(=O)NC(=O)/C(=C/c2ccc([N+](=O)[O-])s2)C1=O	-0.1
CCN1CCN(Cc2nnnn2C(C)(C)C)CC1	1.3
CCCN1CCC[C@@H]2Cc3nc(N)ncc3C[C@H]21	-0.3
C=C(C=O)C[C@@H]1C[C@H](O)C2OC3C[C@]4(C)OC5/C=C\CC6OC7C(CC=CCC6OC5CCCC4OC3CC2O1)OC1CC2OC3CC(=O)OC3C[C@@H](C)C[C@@]2(C)OC1C[C@@H]7C (stereo not given in full)	17
CC(Cc1ccc(O)cc1)NCC(O)c1cc(O)cc(O)c1 (stereo not given)	i
c1ccc2c3c(ccc2c1)OCC1CONC31 (stereo not given)	0.5
Cn1c(O)c(/C=N/N2CCOCC2)c(=O)[nH]c1=S	-0.2
C=CCN(CC=C)Cc1c[nH]c2ccccc12	1.2
CC[C@H](C)/C=C(C)/C=C/C1=CC2=C(Cl)C(=O)[C@@](C)(OC(C)=O)C(=O)C2=CO1	7.6
Cc1cccc(N2C(=O)NC(=O)/C(=C/c3ccc([N+](=O)[O-])o3)C2=O)c1	12
c1nc2nc3c(c(N4CCNCC4)n2n1)CCCC3	-0.8
Cc1ccc(C(=O)N[C@@H](C)CN2C3=NC[C@H](Cc4ccccc4)N3C[C@H]2Cc2ccc(O)cc2)cc1Br	-0.9
CN1C(=O)NC(=O)/C(=C\C=C\c2ccccc2[N+](=O)[O-])C1=O	0.7
Cc1ccc(C(=O)N[C@@H](C)CN2C3=NC[C@@H](Cc4ccccc4)N3C[C@H]2Cc2ccc(O)cc2)cc1Br	-1.3
CC/C(=C\C=C\[C@@H]1C=C[C@@H]2CCC[C@H]2[C@@H]1C(=O)c1ccc[nH]1)[C@@H]1O[C@@H]([C@@H](C)C(=O)O)CC[C@@H]1C	67*
CC(=O)O[C@@H]1/C=C/[C@](C)(O)C[C@@H](C)C/C=C/[C@H]2[C@H](O)C(C)=C(C)[C@H]3[C@H](Cc4ccccc4)NC(=O)[C@@]123	-0.3

A second format for part of the listing above.
mol,CRFBP-R2 agonist
C=C(C=O)C[C@@H]1C[C@H](O)C2OC3C[C@]4(C)OC5/C=C\CC6OC7C(CC=CCC6OC5CCCC4OC3CC2O1)OC1CC2OC3CC(=O)OC3C[C@@H](C)C[C@@]2(C)OC1C[C@@H]7C (stereo not given in full),17
CC(Cc1ccc(O)cc1)NCC(O)c1cc(O)cc(O)c1 (stereo not given),i
c1ccc2c3c(ccc2c1)OCC1CONC31 (stereo not given),0.5

4 neighbouring entries already listed, for reference:
SMILES	CRFBP-R2 agonist
Cc1ccc(C(=O)N[C@@H](C)CN2C3=NC[C@H](Cc4ccccc4)N3C[C@H]2Cc2ccc(O)cc2)cc1Br	-0.9
CN1C(=O)NC(=O)/C(=C\C=C\c2ccccc2[N+](=O)[O-])C1=O	0.7
Cc1ccc(C(=O)N[C@@H](C)CN2C3=NC[C@@H](Cc4ccccc4)N3C[C@H]2Cc2ccc(O)cc2)cc1Br	-1.3
CC/C(=C\C=C\[C@@H]1C=C[C@@H]2CCC[C@H]2[C@@H]1C(=O)c1ccc[nH]1)[C@@H]1O[C@@H]([C@@H](C)C(=O)O)CC[C@@H]1C	67*
